# WRN helicase inh – WRN helicase (human) inhibition | WRN helicase unwinding, fluorescent forked duplex, kinetic | Potency, µM (highest dose often 114 µM), without a hit: top-dose activity change, negative = inhibition, usual class: inhibitors | 360,000 compounds, 0.46% hits | Q14191; also: potency is read from the fitted curve at half-maximal effect; % is scaled to controls: 0 for no effect and ±100 for the full control effect; nearly all actives have a fitted effect of over 55% in size
#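 Fluorescence dequenching readout, ex 525 nm/em 598 nm, kinetic mode: forked duplex DNA (100 nM final) with adjacent fluorophore and quencher unwound by WRN (20 nM final) with 2 mM ATP. Compound preincubation 15 min, room temperature.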
# EPAC1 antag – EPAC1 (human) antagonism. Potency, µM (titrated, usually from 115 µM), without a hit: at the top dose activity change, negative = inhibition, actives largely listed as inhibitors. 360,000 compounds, 0.14% hits. O95398. EPAC1 GEF assay, Rap1b-BODIPY-GDP exchange fluorescence;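 also: potency is read from the fitted curve at half-maximal effect; plate controls were vehicle for no effect and positive control for full effect; nearly all actives have a fitted effect of over 50% in size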
# Target sequence (O95398 whole entry, looked up): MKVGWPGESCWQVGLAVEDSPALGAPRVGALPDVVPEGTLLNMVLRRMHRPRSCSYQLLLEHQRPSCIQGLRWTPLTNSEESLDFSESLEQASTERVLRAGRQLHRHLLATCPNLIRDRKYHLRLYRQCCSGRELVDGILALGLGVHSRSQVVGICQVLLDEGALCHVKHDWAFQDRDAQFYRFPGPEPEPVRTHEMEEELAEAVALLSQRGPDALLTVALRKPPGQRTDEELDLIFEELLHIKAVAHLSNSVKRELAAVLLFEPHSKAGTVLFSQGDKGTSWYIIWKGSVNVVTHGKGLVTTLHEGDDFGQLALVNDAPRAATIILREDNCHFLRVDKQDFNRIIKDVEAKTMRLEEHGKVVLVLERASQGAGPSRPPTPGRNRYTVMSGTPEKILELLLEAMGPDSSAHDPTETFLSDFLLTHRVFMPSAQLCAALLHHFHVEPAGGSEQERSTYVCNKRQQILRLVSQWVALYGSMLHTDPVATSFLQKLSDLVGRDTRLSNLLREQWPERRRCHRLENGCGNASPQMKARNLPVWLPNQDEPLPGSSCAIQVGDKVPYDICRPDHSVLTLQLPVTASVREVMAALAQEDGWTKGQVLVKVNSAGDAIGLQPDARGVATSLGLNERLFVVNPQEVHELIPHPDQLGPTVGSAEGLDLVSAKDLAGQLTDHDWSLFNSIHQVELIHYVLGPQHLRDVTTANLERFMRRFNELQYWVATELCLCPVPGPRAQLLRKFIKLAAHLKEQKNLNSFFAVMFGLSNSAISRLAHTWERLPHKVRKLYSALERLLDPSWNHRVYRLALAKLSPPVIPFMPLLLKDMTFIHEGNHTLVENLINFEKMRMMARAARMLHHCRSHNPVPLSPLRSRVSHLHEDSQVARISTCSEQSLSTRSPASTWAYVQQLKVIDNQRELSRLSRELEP
# EPAC1 agonist – EPAC1 (human) agonism | O95398 | EPAC1 agonist qHTS, biochemical assay; response scale: 100% = response to 6.5 mM cAMP | Potency, µM (top dose mostly 154 µM), for the others: top-dose activation, usual class: activators | 360,000 compounds, 0.073% hits; also: potency is read from the fitted curve at half-maximal effect; nearly all actives have a fitted effect of over 60% in size
#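 Nucleotide exchange by EPAC1 (100 nM) on Rap1B–BODIPY-GDP (250 nM) in the presence of 50 uM GDP is tracked fluorescently at 480/540 nm over 30 min. Signals are normalized to a 6.5 mM cAMP control.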
# PI5P4Ka inh – PI5P4K alpha (human) kinase inhibition | 330,000 compounds, 1.2% hits | AID 652105 | PI5P4Kalpha enzyme, ADP-Glo luminescence, 60 min; stronger effect = lower value | max response, % | P48426; active = max response of -50% or lower; inconclusive = between -30% and -50%; inactive = -30% or higher; also: value at the top dose of about 77 µM; % is scaled to controls: 0 for no effect and ±100 for the full control effect
#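 Reactions run in 0.038 M HEPES pH 7.4, 0.28 mM EGTA, 0.1% CHAPS and 5% DMSO, with PI5P4Kalpha, substrate, compound and 5 microM ATP final, one hour at room temperature. Readout is ADP-Glo luminescence.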
# EPAC2 antag – blocks human EPAC2 exchange factor. Q8WZA2. EPAC2 GEF exchange of Rap1B-BODIPY-GDP, fluorescence. Potency, µM (highest dose often 114 µM), inactives show top-dose activity, negative = inhibition, actives largely listed as inhibitors. 360,000 compounds, 0.18% hits. AID 720708; also: potency is read from the fitted curve at half-maximal effect; % is scaled to controls: 0 for no effect and ±100 for the full control effect; nearly all actives have a fitted effect of over 45% in size; many of its hits are not listed in these tables
# PLK1 PBD inh – inhibitors of human PLK1 polo-box domain binding | 360,000 compounds, 2.8% hits | P53350 | Plk1 PBD binding of FITC phosphopeptide, fluorescence polarization | Potency, µM, for inactives: max response, negative = inhibition, usual class: inhibitors; also: potency is read from the fitted curve at half-maximal effect; series mostly up to about 57 µM; % is scaled to controls: 0 for no effect and ±100 for the full control effect; nearly all actives have a fitted effect of over 65% in size
# CCT modulator – modulators of cytosolic chaperonin (CCT/TRiC) activity; 360,000 compounds, 0.3% hits; purified chaperonin ATPase assay, HTRF ADP detection, 30 min; activity change, % (no concentration beside the values), hits read low; in the data active = activity change below about -30%; also: % is scaled to controls: 0 for no effect and ±100 for the full control effect
#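 ATPase activity: ADP formed was measured by HTRF Transcreener (665/615 nm ratio) after 30 min at 37 deg C with 10 uM ATP. Compounds screened at one 76 uM concentration against 40 or 20 nM TRiC in Tris pH 7.4/KCl/MgCl2/DTT buffer.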
# Mm-Cpn inhibitor – inhibitors of Methanococcus maripaludis chaperonin (MmCpn). Potency, µM (highest dose often 76.9 µM), inactives show at the top dose activity, negative = inhibition, most hits filed as inhibitors. AID 504842. 330,000 compounds, 0.031% hits. purified Mm-Cpn ATPase, ADP Transcreener TR-FRET; also: potency is read from the fitted curve at half-maximal effect; % is scaled to controls: 0 for no effect and ±100 for the full control effect; nearly all actives have a fitted effect of over 80% in size
#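 Quantitative HTS used 25 nM Mm-CPN and 10 uM ATP in magnesium/KCl Tris buffer, pH 7.4, with 1 mM DTT. Hydrolysis ran 30 min at 37°C; ADP was read by HTRF.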
# Starred values were filed as active, the others as inactive; ? = inconclusive; nt = not tested or not shown; [ ] = dose if it differs, or a comment. Unless noted, calls follow the shape of the dose curve; as a rule, active = well fitted curve in the direction sought with a large enough effect; inconclusive = small, poorly fitted or top-dose-only effect, or another doubt; inactive = no such curve, though single readings can be large; an effect the other way counts as inactive or inconclusive.
SMILES,WRN helicase inh,EPAC1 antag,EPAC1 agonist,PI5P4Ka inh,EPAC2 antag,PLK1 PBD inh,CCT modulator,Mm-Cpn inhibitor
COc1ccc(S(=O)(=O)n2c([N+](=O)[O-])cnc2C)c(C)c1C,-6%,7%,13%,0,-17%,-4%,-1.3,-1%
CCCCn1c(N)c(N(CCOC)C(=O)C2CCN(S(=O)(=O)c3ccc(Cl)cc3)CC2)c(=O)[nH]c1=O,-5%,9%,9%,2,-1%,2%,-2.1,-9%
O=C(c1ccco1)N1N=C(C2CCCCC2)CC1(O)C(F)(F)F (centres undefined),-3%,-19%,-4%,-4,?,-15%,-2.8,1%
Cc1cccc(NC(=O)CCS(=O)(=O)c2ccc3c(c2)NC(=O)CS3)n1,8%,7%,8%,-12,9%,30µM*,-1.1,3%
O=C(C1=C[C@@H](C2CCCCC2)C[C@@H](OCc2ccc(CO)cc2)O1)N1CCN(Cc2ccc3c(c2)OCO3)CC1,-6%,-14%,-11%,6,-18%,3%,-0.1,nt
CCOC(=O)c1sc2nc3c(cc2c1N)COC(C)(CC)C3 (centres undefined),-3%,-3%,-4%,0,6%,-5%,0.9,0%
C[C@]12C=CC(=O)C=C1CC[C@@H]1C2=CC[C@]2(C)[C@@H](C(=O)CN3CCN(c4cc(N5CCCC5)nc(N5CCCC5)n4)CC3)CC[C@@H]12,26%,4%,-6%,-2,21%,-17%,-0.1,nt
NC(=O)Cn1nnc(-c2ccc(C(F)(F)F)cc2)n1,13%,-5%,1%,nt,2%,-2%,-1.2,-1%
CC1Cn2c(nnc2-c2cccc(N)c2)S1 (centres undefined),-2%,10%,5%,-3,12%,0%,-1.4,1%
O=C(c1ccco1)N1CCN(C(=O)c2ccc(Br)o2)CC1,4%,5%,3%,-1,-2%,0%,1.0,nt
Cc1nonc1NC(=O)N1CCCC1,1%,6%,-15%,2,10%,2%,-1.2,2%
O=C(Nc1ccc(S(=O)(=O)N2CCc3ccccc32)cc1)c1ccc2c(c1)OCO2,-4%,2%,28%,nt,-2%,-6%,0.3,-9%
CCOCCn1c(N2CCN(c3ccccc3)CC2)nc2c1c(=O)[nH]c(=O)n2C,-2%,9%,5%,0,-1%,-3%,0.1,-1%
COc1ccccc1OCC(=O)NCCSCc1ccc(Cl)cc1,-16%[57.1 µM],-19%,-4%,0,-13%,-4%,-1.3,-2%
CCN(CC)S(=O)(=O)c1ccc(Cl)c(C(=O)Nc2cccnc2)c1,-2%,-3%,8%,-2,-8%,-12%,-1.6,3%
CC1(C(=O)NS(=O)(=O)c2ccccc2C(F)(F)F)CCN1C(=O)CCc1cccs1 (centres undefined),8%,11%,-1%,-3,-7%,2%,-2.3,nt
COc1ccc(OC)c(NC(=O)CS(=O)(=O)c2cn(CC(=O)N3CCOCC3)c3ccccc23)c1,4%,-9%,14%,2,8%,-3%,-0.2,2%
CCc1c(O)nc(SCC(=O)Nc2ccc(OC)cc2)n(C2CCCCC2)c1=O,-6%,0%,0%,nt,9%,-16%,0.2,2%
CCN1C(=O)[C@H]2[C@@H](c3ccc(-c4ccc(Cl)c(Cl)c4)cc3)N3CCCC[C@@]3(C(=O)OC)[C@H]2C1=O,-2%,1%,-1%,24,-7%,6%,1.8,-7%
COc1cc(C(c2nnnn2C2CCCC2)N2CCN(C)CC2)cc(OC)c1OC (centres undefined),-3%,-4%,5%,-6,-4%,-10%,-1.5,-6%

# Single entries from the results shown.
# CC1Cn2c(nnc2-c2cccc(N)c2)S1 (centres undefined) in CCT modulator is listed with -1.4
# C[C@]12C=CC(=O)C=C1CC[C@@H]1C2=CC[C@]2(C)[C@@H](C(=O)CN3CCN(c4cc(N5CCCC5)nc(N5CCCC5)n4)CC3)CC[C@@H]12 in EPAC1 antag is listed with 4%
# Cc1nonc1NC(=O)N1CCCC1 in PLK1 PBD inh is listed with 2%
# COc1ccc(OC)c(NC(=O)CS(=O)(=O)c2cn(CC(=O)N3CCOCC3)c3ccccc23)c1 in WRN helicase inh is listed with 4%
# COc1ccccc1OCC(=O)NCCSCc1ccc(Cl)cc1 in CCT modulator is listed with -1.3
# NC(=O)Cn1nnc(-c2ccc(C(F)(F)F)cc2)n1 in WRN helicase inh is listed with 13%
# CC1(C(=O)NS(=O)(=O)c2ccccc2C(F)(F)F)CCN1C(=O)CCc1cccs1 (centres undefined) in EPAC1 antag is listed with 11%

# Next structures follow:
SMILES,WRN helicase inh,EPAC1 antag,EPAC1 agonist,PI5P4Ka inh,EPAC2 antag,PLK1 PBD inh,CCT modulator,Mm-Cpn inhibitor
O=C(COC(=O)c1cnccn1)NCc1ccc(Cl)cc1,-7%,2%,0%,-9,1%,-20%,-1.7,-3%
COc1ccc(NC(=O)CN(C)C(=O)c2cn(-c3ccccc3)nc2-c2ccc(Cl)cc2)cc1,-20%,-11%,-30%,18,-12%,-8%,-0.7,-2%
COc1cccc(CNC(=O)C2CC(=O)N(c3ccc4c(c3)OCCO4)C2)c1 (centres undefined),-1%,-1%,2%,5,-3%,-8%,-3.2,1%
COc1ccc(N2CCN(C(=O)CSc3nnc(-c4cc5ccccc5cc4O)n3C)CC2)cc1,-12%,0%,0%,nt,3%,-5%,0.5,-7%
CN1CCN(c2cc3c(cc2F)c(=O)c(C(=O)O)cn3CCF)CC1,0%,9%,-3%,1,7%,1%,-35*,1%
CC(C)CN1CCC(C(=O)NC(c2ccc(F)cc2)c2ccc3ccccc3n2)CC1 (centres undefined),-4%,-3%,-3%,2,1%,-17%,-1.0,nt
Cc1ccccc1OCC(=O)NCC(C)(C)N1CCOCC1,4%,-2%,-2%,2,5%,3%,0.4,0%
CCOC(=O)c1ccc(NC(=O)COc2ccc(S(=O)(=O)NC(C)CC)cc2)cc1 (centres undefined),-1%,-5%,-2%,0,-3%,-4%,-2.4,2%
O=C(CCCN1C(=O)NC2(CCCC2)C1=O)Nc1ccc(F)cc1,-25%,-9%,-11%,-4,20%,-7%,-2.7,-1%
Cc1cc(C)nc(SCC(=O)OC(C)C(=O)Nc2ccccc2)n1 (centres undefined),-23%,7%,-2%,2,8%,-7%,-2.7,0%
CCOC(=O)[C@]12CCC=C1N(Cc1cccc3ccccc13)C(=O)[C@H](CC(=O)N1CCN(C(=O)C3CC3)CC1)C2,-6%,6%,0%,-1,-4%,-7%,0.9,nt
COc1ccc2nc(N(Cc3ccccc3)C(=O)CCNC(C)=O)sc2c1,4%,3%,9%,-1,-1%,3%,-2.4,-2%
Cn1c(Cc2ccccc2)nnc1SCC(=O)Nc1ccccc1,0%,3%,11%,7,5%,-1%,1.0,2%
CC1CCCCC1NC(=O)/C=C/c1nc2ccccc2s1 (centres undefined),1%,3%,1%,-4,14%,-1%,2.5,-5%
Nc1ccc2nc3n(c(=O)c2c1)CCC3,-3%,-4%,-17%,-1,5%,-16%,-2.9,0%
CCOc1cccc(-c2c(C(=O)N/N=C(\C)c3ccccn3)nnn2-c2nonc2N)c1,-2%,-4%,-5%,-1,0%,-4%,2.6,2%
Cc1ccc(C(=O)Nc2ccc(C)c(S(=O)(=O)N(C)C)c2)s1,-19%,-9%,3%,18,-2%,-6%,0.2,-2%
COc1cccc(/C=N/n2c(SC)nnc2-c2ccccc2)c1OC,-1%,12%,-5%,13,19%,-5%,1.3,0%
Cc1ccccc1-n1ccnc1SCC(=O)O,4%,-5%,-3%,-1,10%,-5%,-4.5,-2%
Cc1ccccc1NC(=O)c1cccc(S(=O)(=O)N2CCCCC2)c1,4%[57.1 µM],10%,10%,-5,-10%,3%,0.7,5%

# Entries of single compounds, quoted from the list. Order of values: WRN helicase inh	EPAC1 antag	EPAC1 agonist	PI5P4Ka inh	EPAC2 antag	PLK1 PBD inh	CCT modulator	Mm-Cpn inhibitor
# Record of CC1CCCCC1NC(=O)/C=C/c1nc2ccccc2s1 (centres undefined) : 1%	3%	1%	-4	14%	-1%	2.5	-5%
# Record of Cc1cc(C)nc(SCC(=O)OC(C)C(=O)Nc2ccccc2)n1 (centres undefined) : -23%	7%	-2%	2	8%	-7%	-2.7	0%

# Remaining list, next part:
SMILES,WRN helicase inh,EPAC1 antag,EPAC1 agonist,PI5P4Ka inh,EPAC2 antag,PLK1 PBD inh,CCT modulator,Mm-Cpn inhibitor
O=S(=O)(c1ccc(Cl)c(S(=O)(=O)N2CCCC2)c1)N1CCCC1,-6%,-3%,5%,-6,-6%,-5%,2.7,0%
O=C(CSc1nnc(NC(=O)c2cccc(Br)c2)s1)NCC1CCCO1 (centres undefined),-10%,-1%,-11%,-9,11%,-4%,0.4,3%
CCOc1ccc(OCC)c(S(=O)(=O)NCc2ccccn2)c1,-8%,16%,7%,nt,3%,-4%,2.3,2%
Cc1cc(C(=O)OCC(=O)Nc2cccc(S(=O)(=O)N(C)C)c2)c2ccccc2n1,-7%,3%,0%,1,2%,-4%,1.5,3%
CN1CCN(S(=O)(=O)c2ccc(F)cc2)CC1,8%,-12%,14%,2,3%,-14%,-2.9,nt
CCOC(=O)c1c(NC(=S)NCC2CCCO2)sc(C)c1C (centres undefined),-11%,1%,3%,-11,0%,12µM*,-2.0,-5%
CCOC(=O)C1(CCOC)CCN(Cc2ccncc2)CC1,8%,-5%,2%,2,6%,-10%,-0.8,1%
O=C(NN=C(c1ccccc1)c1ccccc1)C(CCl)C1CCCCC1 (centres undefined),-11%,3%,-2%,0,4%,-8%,-1.8,2%
CCOC(=O)NC(=O)CN1C(=O)NC(C)(c2ccccc2)C1=O (centres undefined),-4%,5%,5%,nt,3%,-2%,-4.1,2%
COc1cccc(NC(=O)Cn2c(=O)n(-c3ccccc3)c(=O)c3sccc32)c1,1%,-29%,6%,10,6%,-13%,0.6,-13%
COc1ccc(C2(c3ccc(OC)cc3)NC(=O)N(CC(=O)Nc3ccc(OC(F)F)cc3)C2=O)cc1,-16%,-20%,-1%,-2,-18%,-4%,-3.2,0%
Cn1ccnc1SCC(=O)Nc1cccc2ccccc12,13%,1%,1%,nt,7%,-4%,-1.3,2%
Cc1nc(NCCCN2CCOCC2)c2cnn(-c3ccccc3)c2n1,-1%,-7%,-4%,1,4%,4%,-1.0,nt

# A portion of the library; rates above refer to the full screens.
